High-throughput results from PubChem BioAssay.
D1 potentiator: enhances dopamine response at the human D1 receptor | potentiation, % at 10 µM | AID 504651 | P21728 | actives 0.036% (n = 360,000) | HEK293 TREx D1 cells, calcium flux, dopamine EC20 potentiation; in the data active means potentiation above about 30%; further: 0% is about no effect
D2 antagonist: D2 dopamine receptor (human) antagonism | P14416 | HEK293 TREx D2 cells, calcium flux, dopamine EC80 | inhibition, % at 10 µM | actives 2% (n = 340,000) | AID 485344; in the data active means inhibition above about 30%; further: 0% is about no effect
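Overnight-induced (tetracycline, 30 C) HEK293 T-REx cells carrying force-coupled D2 receive a no-wash calcium dye, then compound, then EC80 dopamine at 180 s; signals are read kinetically throughout.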
RXFP1 antag: antagonists of human relaxin receptor RXFP1 | actives 0.59% (n = 350,000) | HEK293-RXFP1, relaxin-stimulated cAMP HTRF, 30 min; hits give low values | Q9HBX9 | activity change, negative = inhibition, % at 57.5 µM;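 active means activity change of -60% or lower, but not beyond a set lower limit; inconclusive means change between -60% and -40%, or beyond the set limit; inactive means change above -40%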; further: on the % scale 0 is the no-effect control and ±100 the full control effect
Target sequence (Q9HBX9 whole entry, looked up): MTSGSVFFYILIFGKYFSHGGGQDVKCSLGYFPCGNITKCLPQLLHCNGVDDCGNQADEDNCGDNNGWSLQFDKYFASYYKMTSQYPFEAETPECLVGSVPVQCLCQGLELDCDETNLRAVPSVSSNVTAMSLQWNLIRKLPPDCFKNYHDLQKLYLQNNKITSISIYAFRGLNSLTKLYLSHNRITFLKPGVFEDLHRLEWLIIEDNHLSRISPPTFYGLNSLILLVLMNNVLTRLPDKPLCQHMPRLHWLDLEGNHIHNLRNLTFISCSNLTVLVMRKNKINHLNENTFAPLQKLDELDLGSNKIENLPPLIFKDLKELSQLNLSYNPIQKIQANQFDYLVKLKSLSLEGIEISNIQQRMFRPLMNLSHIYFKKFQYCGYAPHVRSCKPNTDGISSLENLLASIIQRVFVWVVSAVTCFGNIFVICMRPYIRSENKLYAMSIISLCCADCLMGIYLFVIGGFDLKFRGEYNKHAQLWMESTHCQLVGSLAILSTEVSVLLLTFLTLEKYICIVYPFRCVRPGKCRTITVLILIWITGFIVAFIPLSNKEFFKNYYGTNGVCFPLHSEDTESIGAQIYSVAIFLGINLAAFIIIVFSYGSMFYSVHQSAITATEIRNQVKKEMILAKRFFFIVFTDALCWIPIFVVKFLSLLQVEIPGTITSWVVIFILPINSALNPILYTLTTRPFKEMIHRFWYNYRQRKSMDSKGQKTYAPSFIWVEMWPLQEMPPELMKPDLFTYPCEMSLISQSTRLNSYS
D2 agonist: activates the human D2 dopamine receptor | P14416 | HEK293 T-REx D2 cells, calcium flux agonist mode | activation, % at 2 µM | actives 0.53% (n = 340,000) | AID 485358;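 active means activation over 3 SD above normal in the single-dose calcium agonist read, cut at about 30% in these data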; further: 0% is about no effect
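Tetracycline-induced HEK293 T-REx cells with force-coupled D2 receptor, plated overnight at 30 C, loaded with no-wash calcium dye. After a 10 s baseline, compound was pin-added and calcium flux read kinetically for 180 s; calcium rises flagged agonists.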
TRHR enhancer: allosteric enhancers of human TRH receptor | P34981 | enhancement, % at 2 µM | TRHR cells, fluo-8 calcium fluorescence, EC20 TRH enhancement | actives 0.66% (n = 360,000); in the data active means enhancement above about 30%; further: 0% is about no effect
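TRHR-expressing cells loaded with fluo-8 calcium dye were read kinetically (ex 480/em 530) during compound addition, then stimulated with an EC20 of TRH (10 nM final). Enhancement of the Gq-mediated intracellular calcium response was scored.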
RXFP1 agonist: RXFP1 (human) receptor agonism. Potency, µM (top dose mostly 57.5 µM), for the others: at the highest dose activation, hits mostly activators. actives 0.3% (n = 370,000). HEK293T-RXFP1 cAMP TR-FRET, 30 min; response scale: percent of porcine relaxin response, buffer zero. Q9HBX9; active means well fitted activation curve with a large enough effect; inconclusive means small, poorly fitted or top-dose-only effect; further: potency means the concentration at half of the fitted maximal effect; on the % scale 0 is the no-effect control and ±100 the full control effect; nearly all actives have a fitted effect of over 60% in size; many of its hits are not listed in these tables
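cAMP rise read by TR-FRET after 30 min, 37C compound exposure (up to 58 uM) in RXFP1-transfected HEK293 cells with Ro 20174 present. EC50 from Hill-equation fits, with 29 nM porcine relaxin as 100% and buffer as basal.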
D2 potentiator: positive allosteric modulators of human D2 dopamine receptor. P14416. HEK293 T-REx D2, calcium flux, EC20 dopamine potentiation. potentiation, % at 10 µM. actives 0.34% (n = 340,000). AID 485347;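 active means potentiation over 3 SD above the plate norm, cut at about 30% in these data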; further: 0% is about no effect
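Using a no-wash calcium dye in inducible, force-coupled HEK293 Trex cells expressing D2, we tracked fluorescence each second for 180 s after compound, then for 180 s after EC20 dopamine to detect augmented signalling.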
D1 antag: human D1 dopamine receptor antagonism; actives 3.2% (n = 360,000); AID 504652; HEK293 TREx D1 cells, calcium flux, dopamine EC80; hits give low values; activity change, negative = inhibition, % at 10 µM; P21728; in the data active means activity change below about -30%; further: on the % scale 0 is the no-effect control and ±100 the full control effect
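Cells carrying a force-coupled, tetracycline-inducible human D1 receptor report calcium flux. Each well gets a 10 s baseline, compound with 180 s monitoring, then an EC80 dopamine stimulus with a second 180 s kinetic read.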
D1 ag: agonists of human D1 dopamine receptor | P21728 | HEK293 T-REx D1 cells, calcium flux, agonist mode | activation, % at 2 µM | actives 1% (n = 360,000); in the data active means activation above about 30%; further: 0% is about no effect
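Inducible HEK293 T-REx D1 cells, force-coupled to calcium signalling, were plated at 4000 cells/well with tetracycline and held overnight at 30 C. After no-wash calcium dye loading, compound-evoked calcium rise over 180 s flagged agonists.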
* = called active by the depositor; ? = inconclusive; · = not tested or not shown.

SMILES	D1 potentiator	D2 antagonist	RXFP1 antag	D2 agonist	TRHR enhancer	RXFP1 agonist	D2 potentiator	D1 antag	D1 ag
O=C(c1cc(Br)c[nH]1)N1CCSCC1	1	-21	18	-1.4	-5	-0.2%	0	-3	0
CCOc1cc(/C=N/n2c(C)nc3sc(C)c(C)c3c2=O)ccc1O	1	-10	4	-0.2	27	0.0%	0	-7	-1
CCOc1ccc(NC(=O)CSc2nnc(-c3ccc(C)cc3)c(-c3ccc(C)cc3)n2)cc1	-1	·	-4	-0.4	-3	-1.8%	-5	2	-4
COc1ccc(N=C2NC(=O)/C(=C/c3ccc(O)c(OC)c3)S2)cc1	-8	11	5	3.3	1	-0.4%	-15	-5	13
Cn1c(=O)c2c(ncn2CCNC2=NCCCCC2)n(C)c1=O	-11	-6	-1	0.0	20	13%	-7	9	5
CCNC(=O)CON=C1c2ccccc2-c2ccccc21	-4	-4	-7	-0.6	-5	1.8%	-10	-1	2
CCCCC(=O)Nc1cccc(NC(=O)c2ccccc2Br)c1	-10	-7	5	-0.4	-9	0.5%	-15	0	0
CCOc1ccc(NC(=S)Nc2ccc3nsnc3c2)cc1	1	13	-10	1.2	7	0.8%	-3	-17	23
Cc1cccc(C)c1NC(=O)CSc1nnc(C)n1-c1ccccc1	1	-1	3	-0.1	-4	-0.3%	-4	5	3
CCn1nnnc1-c1ccc(OC)c(S(=O)(=O)Nc2ccc(C(=O)OC)cc2)c1	0	5	12	0.0	12	-2.4%	2	-30	-1
CC(C)NC(=S)NC1(C)CCS(=O)(=O)C1 (stereo not drawn)	6	3	-4	1.4	7	-0.7%	9	5	1
CCCN(CC(=O)Nc1ccc(Cl)cc1Cl)C(=O)CC(NC(C)=O)c1ccccc1 (stereo not drawn)	-6	-10	1	0.4	-9	2.5%	0	-21	-1
COc1ccc2nc(NC(=O)C3CSC4(C)CCC(=O)N34)sc2c1 (stereo not drawn)	-5	-7	-19	0.0	-1	0.6%	0	1	0
COc1cc(NC(=O)c2ccc(Cl)cc2Cl)ccc1-c1cc2ccccc2oc1=O	-4	-9	1	0.2	1	?	13	19	2
COc1cc2c(cc1OC)CN(C(=O)CSc1n[nH]c(N)n1)CC2	-5	3	-13	0.3	3	3.2%	13	11	1
COc1ccc(-c2cc(-c3ccccc3)nc(N3CCCC3)n2)cc1OC	-5	-4	-1	-0.2	-1	0.3%	-4	-7	4
CC1CCCN(C(=O)COC(=O)c2ccc(=O)n(Cc3ccccc3)n2)C1 (stereo not drawn)	-1	-15	-8	-0.3	9	-0.8%	13	-9	0
COC(=O)C1=C(C)NC(=O)C1(NC(=O)c1ccccc1C)C(F)(F)F (stereo not drawn)	0	·	·	0.4	5	-0.8%	2	17	-1
O=C(Oc1ccc2ccccc2c1)C1CCC1	-4	19	15	-0.8	-3	1.6%	-2	-8	7
Cc1ccc(S(=O)(=O)N/N=C/C(C)(C)CO)cc1	-5	-20	3	-0.1	-6	1.6%	8	-25	3
CCCCn1c(=N)n(CC(=O)C(C)(C)C)c2ccccc21	-4	·	-32	·	10	-0.4%	·	35	3
Cc1sc2nc(C(C)C)oc(=O)c2c1C	18	-11	-3	-1.9	-1	0.2%	-5	8	-3
CCOC(=O)c1cc2c(=O)n3ccccc3nc2n(Cc2ccco2)c1=NC(=O)c1cccc(C)c1	1	·	·	0.6	3	7.0%	4	7	-1
CCc1cc2c(NCc3ccccc3)nc(C)nc2s1	-1	0	-12	1.0	-9	0.6%	5	-12	9
Cc1nc(NC(=O)COC(=O)c2cccs2)c(Cl)cc1Cl	6	-12	-16	-0.4	1	-0.8%	-8	-3	1
COc1cc(/C=N/NC(=O)c2cccnc2)ccc1OS(=O)(=O)c1ccc(F)cc1	-10	-6	0	0.7	10	-1.8%	-1	-3	1
C=CCOC(=O)C1=C(C)Nc2nnnn2C1c1ccc(OC)cc1OC (stereo not drawn)	0	3	-8	-0.3	6	0.4%	16	4	1
C=CCNC(=O)CN(CCc1ccccc1)S(=O)(=O)c1ccccc1	8	10	-4	0.4	-2	-1.2%	9	6	0
COc1ccc(CC(=O)Nn2c(-c3ccccc3)nc3ccccc3c2=O)cc1	-5	-6	2	0.4	-1	1.3%	2	20	2
O=C(O)c1cc([N+](=O)[O-])ccc1N1CCC(Cc2ccccc2)CC1	11	-2	-1	-0.4	2	2.5%	0	-15	5

Four entries already listed, ordered by their value in D2 potentiator, falling.
SMILES,D1 potentiator,D2 antagonist,RXFP1 antag,TRHR enhancer,RXFP1 agonist,D2 potentiator,D1 antag,D1 ag
O=C(O)c1cc([N+](=O)[O-])ccc1N1CCC(Cc2ccccc2)CC1,11,-2,-1,2,2.5%,0,-15,5
Cc1cccc(C)c1NC(=O)CSc1nnc(C)n1-c1ccccc1,1,-1,3,-4,-0.3%,-4,5,3
CCOc1ccc(NC(=O)CSc2nnc(-c3ccc(C)cc3)c(-c3ccc(C)cc3)n2)cc1,-1,·,-4,-3,-1.8%,-5,2,-4
Cn1c(=O)c2c(ncn2CCNC2=NCCCCC2)n(C)c1=O,-11,-6,-1,20,13%,-7,9,5

(next part)
SMILES	D1 potentiator	D2 antagonist	RXFP1 antag	D2 agonist	TRHR enhancer	RXFP1 agonist	D2 potentiator	D1 antag	D1 ag
CCN(c1ccccc1)S(=O)(=O)c1ccc(Cl)c(NC(=O)CSc2ncn[nH]2)c1	-7	-6	3	-0.7	-2	-0.2%	0	-14	2
c1nc(NC2CCCCCC2)c2[nH]cnc2n1	3	-7	·	1.8	-4	8.5%	-2	-13	6
CCCc1cc(=O)oc2cc(C)c3c(-c4ccccc4)coc3c12	0	·	-15	1.7	49*	2.0%	-5	5	2
COc1ccc(S(=O)(=O)NC(C)C(=O)NCC2CCCO2)cc1OC (stereo not drawn)	0	-10	-2	-0.8	4	0.3%	-19	-2	6
Cc1ccc(OS(=O)(=O)c2ccc(-c3csc(C)n3)s2)c(C)c1	2	0	-16	0.8	-5	5.0%	-1	-6	9
CC1CC1C(=O)Nc1nc(-c2ccccc2)cs1 (stereo not drawn)	-6	0	-14	-0.3	0	-1.2%	-2	1	1
CC1=CC(=O)[C@H]2C(C)(C)CCC[C@]2(C)[C@@]1(O)CO	-3	-19	·	0.4	-3	-0.1%	-22	-29	-1
O=C(Nc1ccc(N2CCN(C(=O)c3cccs3)CC2)cc1)c1ccccc1Cl	-10	5	2	0.3	-3	-0.2%	3	-18	4
CC(C)(C)c1cc(/C=N/O)cc(C(C)(C)C)c1O	-3	2	?	2.3	3	1.9%	-3	25	1
COc1ccc(NS(=O)(=O)c2ccc(O)c(NC(=O)c3cc4c(C)nn(-c5ccc(F)cc5)c4s3)c2)cc1	-2	-3	-36	0.3	13	1.7%	-2	-12	4
CCOc1ccccc1NC(=O)c1cccc(NC(=O)CC(c2ccccc2)c2ccccc2)c1	7	-2	3	2.3	13	0.4%	10	7	7
Cc1cc2cc(CNC(=O)Nc3ccccc3)ccc2n1C	1	12	13	-1.5	-3	-0.5%	-6	12	1
O=C(O)CSc1c[nH]c2ccccc12	0	-3	-11	0.1	-1	0.7%	-5	·	-2
O=S(=O)(Cc1ccccc1Cl)NCc1ccccc1	-4	0	-2	-1.6	-2	-0.5%	0	-25	3
CCOC(=O)COc1coc(CN2CCN(c3ccccc3)CC2)cc1=O	-5	-8	?	0.6	12	-0.4%	-4	4	0
O=C(CCN1C(=O)/C(=C\c2cccc(Br)c2)SC1=S)N1CCOCC1	-3	-15	-7	0.4	6	0.6%	8	12	5
CSC1=C(C#N)C(c2ccccc2Cl)C(C(C)=O)=C(C)N1 (stereo not drawn)	0	18	10	1.2	-6	2.9%	5	8	-1
Cc1noc(C)c1C(=O)Nc1nc2ccc(S(C)(=O)=O)cc2s1	3	22	-8	0.6	-5	7.8%	0	4	2
CC(OC(=O)c1nc(Cl)ccc1Cl)C(=O)c1ccccc1 (stereo not drawn)	-5	1	-33	1.3	2	-0.4%	0	-11	1
Cc1cc([N+](=O)[O-])ccc1NC(=S)NC(=O)Cc1ccccc1	-1	-13	-19	-0.2	1	3.7%	2	10	6
N#Cc1c(N(CCO)CCO)nc(N)c2c(N)nc3c(c12)CC(=O)N3Cc1cccs1	-1	-9	1	-0.1	-2	5.9%	2	-1	4
CCCc1cc(=O)[nH]c(SCc2nc(-c3ccc(C)cc3)no2)n1	-3	·	11	-1.0	0	1.5%	-3	8	1
COc1ccc(CCNC(=O)COc2ncnc3ccccc23)cc1	-3	-7	-18	1.0	-12	11%	0	1	2
Cc1cc(C)n(C(=O)c2cc([N+](=O)[O-])cc([N+](=O)[O-])c2)n1	-1	7	27	0.5	-1	-0.4%	9	0	2
COc1cccc(C2=CC(c3cccc(OC)c3OC)n3nnnc3N2)c1 (stereo not drawn)	-1	7	1	0.3	-12	1.1%	0	-2	5
CC(C)C(=O)c1ccc(O)c(O)c1	2	-2	10	0.8	4	0.5%	2	-3	6
Cc1cc(C)c(C(=O)N2CCCC(C(=O)c3cc(F)ccc3F)C2)o1 (stereo not drawn)	-2	-8	-5	-0.2	-3	0.4%	-8	-1	2

A portion of the library; count on the stated rates, not on these rows.
